Screens deposited in PubChem by National Center for Advancing Translational Sciences (NCATS).
Tau FP inhib – inhibitors of human tau fibril formation; K18 P301L tau heparin fibrillization, Alexa594 FP, 6 h; Potency, µM (doses to about 57.7 µM), without a hit: at the top dose activity, negative = inhibition, usual class: inhibitors; actives 0.39% (n = 280,000); AID 1468; note: % is set by controls: 0 for no effect and ±100 for the full control effect; nearly all actives have a fitted effect of over 55% in size
Target sequence (P10636 561-689 P618L limits assumed): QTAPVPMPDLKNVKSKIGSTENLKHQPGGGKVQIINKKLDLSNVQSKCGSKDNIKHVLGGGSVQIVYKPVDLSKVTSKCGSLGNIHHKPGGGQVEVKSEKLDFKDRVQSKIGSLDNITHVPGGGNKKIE
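Recombinant K18 P301L […], labeled with Alexa 594 at 0.24 uM over 15 uM unlabeled; heparin inducer 20 uM final; 37 C, 6 hr; FP endpoint.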
Tau ThT inhib – inhibitors of human tau fibril formation, thioflavin T binding; P10636; recombinant tau K18 P301L, heparin-induced fibrillization, ThT fluorescence; Potency, µM (highest dose often 57.4 µM), for the others: at the highest dose activity, negative = inhibition, actives largely listed as inhibitors; actives 2.1% (n = 270,000); note: % is set by controls: 0 for no effect and ±100 for the full control effect; nearly all actives have a fitted effect of over 55% in size
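Heparin-induced fibrillization of the P301L-mutant K18 repeat-domain fragment of human tau was followed by ThT binding in quantitative high-throughput format.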
HttQ103 aggreg – reduces HttQ103-GFP aggregates in PC12 cells; actives 1.1% (n = 220,000); AID 1688; Potency, µM (highest dose often 46.1 µM), for inactives: at the highest dose activity change, negative = inhibition, usual class: inhibitors; PC12 HttQ103-GFP aggregates, Acumen cytometry, 40 h; note: % is set by controls: 0 for no effect and ±100 for the full control effect; nearly all actives have a fitted effect of over 60% in size
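Quantitative HTS on tebufenozide-induced (100 nM) PC12 cells stably expressing polyQ103 Huntingtin exon 1–GFP. Reduction of bright GFP aggregates, detected by laser scanning cytometry after lysis, identified actives across the titration.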
SMN2 splice up – increases expression of the SMN2 splice variant; actives 2.8% (n = 210,000); HEK293 SMN2-luciferase splicing reporter, luminescence, 30-36 h; Potency, µM (titrated, usually from 46.1 µM), without a hit: at the highest dose activity change, positive = activation, usual class: activators; note: % of control where 0% means no effect; nearly all actives have a fitted effect of over 55% in size
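qHTS luciferase splicing reporter: luminescence rises when SMN2 exon 7 is included in transfected HEK293 cells. Compound exposure lasted 30-36 h at 37C, with 4.5 mM final sodium butyrate as control, followed by a ONE-Glo read.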
JMJD2E inh – inhibitors of human JMJD2E histone demethylase; JMJD2E catalytic domain, FDH-coupled NADH fluorescence (FDH is formaldehyde dehydrogenase); actives 1.6% (n = 230,000); B2RXH2; Potency, µM (titrated, usually from 57.1 µM), without a hit: top-dose activity change, negative = inhibition, usual class: inhibitors; active = well fitted inhibition curve with a large enough effect, not every such curve was filed as active; inconclusive = small, poorly fitted or top-dose-only effect, or another doubt; inactive = no such curve, though single readings can be large or run the other way;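 note: 0% = wells with enzyme and -100% = buffer wells without enzyme; nearly all actives have a fitted effect of over 50% in size; many of its hits are not listed in these tables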
Target sequence (B2RXH2 1-337 limits assumed): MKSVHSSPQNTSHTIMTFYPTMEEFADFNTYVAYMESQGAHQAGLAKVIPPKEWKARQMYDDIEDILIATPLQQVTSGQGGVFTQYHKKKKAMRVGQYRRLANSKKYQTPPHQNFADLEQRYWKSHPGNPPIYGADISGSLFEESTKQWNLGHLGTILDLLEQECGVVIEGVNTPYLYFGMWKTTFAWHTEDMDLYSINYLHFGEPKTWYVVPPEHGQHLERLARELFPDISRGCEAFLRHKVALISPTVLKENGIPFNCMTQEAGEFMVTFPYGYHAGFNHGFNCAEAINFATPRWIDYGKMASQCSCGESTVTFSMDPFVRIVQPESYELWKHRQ
ALDH1A1 block – ALDH1A1 (human) enzyme inhibition; Potency, µM (series often up to 75.3 µM), for the others: at the top dose activity, negative = inhibition, hits mostly inhibitors; P00352; actives 7.3% (n = 220,000); Purified ALDH1A1, NADH fluorescence, propionaldehyde substrate; active = well fitted inhibition curve with a large enough effect, not every such curve was filed as active; inconclusive = small, poorly fitted or top-dose-only effect, or another doubt; inactive = no such curve, though single readings can be large or run the other way;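 note: plate controls were no enzyme wells and a reference inhibitor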
Target sequence (P00352 whole entry, looked up): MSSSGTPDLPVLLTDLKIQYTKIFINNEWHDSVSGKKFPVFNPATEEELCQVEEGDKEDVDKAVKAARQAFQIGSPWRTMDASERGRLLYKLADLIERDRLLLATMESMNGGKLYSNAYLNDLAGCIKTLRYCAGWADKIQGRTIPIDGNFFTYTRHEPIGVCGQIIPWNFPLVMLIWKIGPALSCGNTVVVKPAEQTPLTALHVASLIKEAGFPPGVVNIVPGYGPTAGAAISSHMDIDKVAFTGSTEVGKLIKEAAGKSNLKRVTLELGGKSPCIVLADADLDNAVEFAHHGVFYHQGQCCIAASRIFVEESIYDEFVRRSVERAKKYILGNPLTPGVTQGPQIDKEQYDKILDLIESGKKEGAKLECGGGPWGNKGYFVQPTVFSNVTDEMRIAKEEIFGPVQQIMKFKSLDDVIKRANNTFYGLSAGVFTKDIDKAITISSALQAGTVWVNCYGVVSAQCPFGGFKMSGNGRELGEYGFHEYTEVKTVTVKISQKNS
Tau fluor cs – counter-screen for tau fibril formation inhibitors; AID 1463; actives 0.93% (n = 280,000); tau K18 P301L Alexa594 fluorescence, heparin fibrillization; Potency, µM (doses to about 57.7 µM), without a hit: at the top dose activity change, negative = decrease; note: % is set by controls: 0 for no effect and ±100 for the full control effect; nearly all actives have a fitted effect of over 55% in size
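Human tau K18 P301L (15 uM unlabeled, 0.24 uM Alexa 594-labeled) in 100 mM sodium acetate pH 7 with 20 uM heparin, 6 hr at 37 C. ThT 30 uM added, 1 hr ambient; Alexa 594 FP and total fluorescence read at 555/632 nm.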
HTT ATP protect – Huntington cell model cytoprotection by ATP luminescence | actives 0.14% (n = 230,000) | Potency, µM (top dose mostly 56.4 µM), without a hit: cytoprotection (ATP increase), hits mostly activators | PC12 HTT-Q103 induced, cytoprotection, ATP luminescence, 40 h;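 note: % of control where 0% means no effect; nearly all actives have a fitted effect of over 45% in size; toxic huntingtin expression switched on by the ecdysone agonist tebufenozide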
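PC12 cells with ecdysone-inducible HTT exon 1 Q103-GFP, induced with 100 nM tebufenozide and co-treated with library compounds in a dose series (1536-well, 1500 cells/well). Cytoprotection read as ATP content by ATPlite luminescence.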
Starred values were filed as active, the others as inactive; ? = inconclusive; / = no result given; & = joins results of further samples; [ ] = dose if it differs, or a comment. Unless noted, calls come from the whole dose curve; as a rule, active = well fitted curve in the direction sought with a large enough effect; inconclusive = small, poorly fitted or top-dose-only effect, or another doubt; inactive = no such curve, though single readings can be large; an effect the other way counts as inactive or inconclusive. Potency is the fitted concentration of half-maximal effect. Some of the compounds tested. The share of hits here may be higher or lower than overall.

smiles | Tau FP inhib | Tau ThT inhib | HttQ103 aggreg | SMN2 splice up | JMJD2E inh | ALDH1A1 block | Tau fluor cs | HTT ATP protect
CN(C(=O)/C=C/c1ccc2c(c1)OCO2)c1ccccc1 | -4% | -17% | -15% | ? | -2% | -9% | -22% | -3%[1.9 µM]
CC1CCCCN1S(=O)(=O)c1ccc(C(=O)Nc2nnc(-c3cccs3)o2)cc1 (stereo unspecified) | -7% | -19% | 11µM* | -91%[inhibitor] | ? | 2% | -20% | 4%[10 µM]
CC(C)N(Cc1nc(-c2ccccc2)no1)C(=O)Cc1ccccc1 | -6% | -10% | 24% | 5% | 0% | -2% | -9% | -8%
Cc1ccc(NC(=O)CSc2nnc3n2CCCCC3)cc1 | -1% | -2% | 9% | 2% | 8% | 3% | -6% | -7%[10 µM]
O=C(O)/C(=C\c1cccs1)c1ccc(F)cc1 | 0% | 4% | 1% | / | 6% | 7% | 2% | 13%
COC(=O)C(C)N(c1ccc(OC)cc1)S(C)(=O)=O (stereo unspecified) | -9% | ? | 13%[9.22 µM] | / | -6% | 32%[activator] | -10% | 19%[10 µM]
CCC(C)NCCOCCOc1ccc(Cl)c2ccccc12 (stereo unspecified) | 8% | -10% | -32% | -22% | ? | ? | -15% | -24%
N/C(=N\OC(=O)/C=C/c1ccccc1)c1ccc(Cl)cc1 | -2% | ? | 4%[9.22 µM] | / | 1% | -4% | -21% | 5%[10 µM]
O=C(O)C1OC(C(=O)O)C2C1C(F)(F)C2(F)F (stereo unspecified) | 4% | -4% | 0% | -11% | ? | ? | 4% | -2%
COc1cccc(NC(=O)Cn2c(=O)n(-c3ccc(C)cc3)c(=O)c3ccc(C(=O)NCc4ccco4)cc32)c1 | ? | ? | / | -12% | / | / | ? | /
COc1cccc(NC(=O)CC2C(=O)NC3CCCCC3N2C(=O)c2ccc(F)cc2)c1 (stereo unspecified) | -8% | -10% | 21% | 24% | -6% | 6% | -19% | -3%
CCCCc1nnc(NC(=O)COc2ccc3c(C)cc(=O)oc3c2)s1 | -8% | -22% | 4%[9.22 µM] | / | -22% | ? | -12% | 5%[10 µM]
C[n+]1ccccc1/C=N/O | 2%&-5%&-10% | 3%&-5%&-4% | 3%&9% | 9%&-14%&-59% | 0%&2% | -5%&6%&-11% | 0%&-5%&-7% | ?
COc1ccc(N2CC(NC(=O)NCCC(C)C)CC2=O)cc1 (stereo unspecified) | 4% | 0% | -9% | ? | -3% | 5% | 0% | 10%[10 µM]
Cc1cc(NC(=O)CSc2ccc(-c3cccc([N+](=O)[O-])c3)nn2)no1 | 0% | 2% | 8% | 15% | -2% | -2% | -4% | -26%
CCCn1nc2cc(C(=O)NC3CCc4ccccc43)ccc2c1OCC (stereo unspecified) | 1% | -12% | -7% | -4% | ? | ? | -13% | 9%[10 µM]
COc1cccc(NC(=O)C(CCSC)NC(=O)C2CCC(C)CC2)c1 (stereo unspecified) | 4% | -6% | / | -3% | / | / | -19% | /
NC(=O)c1cc2ccccc2o/c1=N\NC(=O)c1ccco1 | 13% | -12% | 11% | -14% | 3% | -1% | -1% | -10%[10 µM]
COC(=O)[C@@]1(Cc2ccc(F)cc2)[C@H]2c3cc(C(=O)N4CCCC4)n(CCc4c[nH]c5ccccc45)c3C[C@H]2CN1C(=O)c1ccccc1 | 1% | -14% | / | -29% | -8% | 2% | -17% | -51%[inhibitor]
C/C(N)=C(/C#N)C(=O)COC(=O)CNS(=O)(=O)c1ccc(C)cc1 | -2% | -1% | 11% | 7% | -3% | -5% | 1% | -18%
O=C(O)c1cccnc1Cl | -2% | -2% | 3% | ? | 0% | -5% | -2% | -7%[10 µM]
N#Cc1ccccc1NC(=O)COC(=O)CSc1nc2ccccc2o1 | -3% | -6% | -10% | 10% | -1% | -29% | -2% | 4%[10 µM]
Cc1ccc2c(c1)CCCN2C(=O)NC1CCCCC1 | -1% | -8% | -4%[9.22 µM] | / | -4% | 3% | -3% | 8%[10 µM]
COc1ccc(C(=O)NCC(=O)OCn2nnc3ccccc3c2=O)cc1OC | -3% | -8% | 3% | 12% | 23% | 3% | -4% | ?
O=C(O)CCN=C1CCc2ccccc2N1 | -4% | -13% | 5% | 3% | -2% | 3% | -7% | -16%
COc1ccc(C(CC(=O)O)NC(=O)c2ccco2)cc1 (stereo unspecified) | -2% | -6% | -3% | 17% | 6% | 9% | -10% | -7%
CCCC(=O)N/N=C1\CS(=O)(=O)N(C)c2ccsc21 | -4% | 5% | 13% | -13% | -9% | -15% | 4% | -6%
O=C1CC(c2ccccc2)=NN1c1nc(-c2ccccc2)cs1 | ? | 10µM* | ? | 9% | 0% | -6% | ? | -6%[10 µM]
CNC(=O)CN1C(=O)NC2(CCc3ccccc32)C1=O (stereo unspecified) | 8% | 10% | 4% | -8% | -1% | 6% | -4% | -17%
COc1ccc(-c2csc(CCN3N=C(C)CC3=O)n2)cc1 | -12% | ? | -5% | 8% | ? | 2µM* | -19% | -20%

(further entries)
smiles | Tau FP inhib | Tau ThT inhib | HttQ103 aggreg | SMN2 splice up | JMJD2E inh | ALDH1A1 block | Tau fluor cs | HTT ATP protect
CC(=O)c1ccc(NC(=O)C(Cc2ccccc2)NS(=O)(=O)c2ccc3c(c2)CCC(=O)N3)cc1 (stereo unspecified) | 3% | -10% | / | 10% | / | / | -13% | /
CC1=NN(C(=O)Cc2ccc([N+](=O)[O-])cc2)C(O)(c2ccccc2)C1 (stereo unspecified) | 2% | -15% | 3% | -6% | -18% | -11% | -14% | -2%
COc1ccc(-c2nc3c4cnn(-c5ccccc5F)c4ncn3n2)cc1 | -10% | ? | / | 16% | / | / | -12% | /
CCOc1ccccc1C(=O)NC(C)c1ccc2c(c1)OCO2 (stereo unspecified) | 2% | -3% | -10% | 10% | -6% | 12% | -1% | 4%
CCN(CC)CCNC(=O)c1cn(-c2ccccc2)nc1-c1cccs1 | -15% | -2% | 3%[9.22 µM] | 7% | -23% | -5% | -21% | -22%
CCCCn1c(/C=C/c2ccco2)nc2ccccc21 | -3% | ? | -12% | 16µM* | -15% | ? | -12% | -13%[10 µM]
Cc1ccc(NCc2ccccc2F)cc1 | 0% | -12% | -15% | 13% | -9% | 1% | -10% | /
FC(F)(F)c1cccc(Cc2noc(CN3CCSCC3)n2)c1 | -4% | -7% | -10% | / | 5% | 8% | -7% | 3%
COc1cc(/C=C2\SC(=S)N(N(C)c3ccccc3)C2=O)ccc1O | -4% | 25µM* | -2%[9.22 µM] | / | -20% | ? | 25µM*[quencher] | -1%[10 µM]
CCc1nc(NCC2CCCO2)c(C#N)c2c1COC(C)(C)C2 (stereo unspecified) | 3% | -5% | -3% | -21% | 2% | 3% | -3% | -14%[10 µM]

Some of the entries so far, with each value named.
CCN(CC)CCNC(=O)c1cn(-c2ccccc2)nc1-c1cccs1
  Tau FP inhib: -15%; Tau ThT inhib: -2%; HttQ103 aggreg: 3%[9.22 µM]; SMN2 splice up: 7%; JMJD2E inh: -23%; ALDH1A1 block: -5%; Tau fluor cs: -21%; HTT ATP protect: -22%
Cc1ccc(NCc2ccccc2F)cc1
  Tau FP inhib: 0%; Tau ThT inhib: -12%; HttQ103 aggreg: -15%; SMN2 splice up: 13%; JMJD2E inh: -9%; ALDH1A1 block: 1%; Tau fluor cs: -10%; HTT ATP protect: /
CCCCn1c(/C=C/c2ccco2)nc2ccccc21
  Tau FP inhib: -3%; Tau ThT inhib: ?; HttQ103 aggreg: -12%; SMN2 splice up: 16µM*; JMJD2E inh: -15%; ALDH1A1 block: ?; Tau fluor cs: -12%; HTT ATP protect: -13%[10 µM]
COc1ccc(-c2nc3c4cnn(-c5ccccc5F)c4ncn3n2)cc1
  Tau FP inhib: -10%; Tau ThT inhib: ?; HttQ103 aggreg: /; SMN2 splice up: 16%; JMJD2E inh: /; ALDH1A1 block: /; Tau fluor cs: -12%; HTT ATP protect: /

The list goes on.
smiles | Tau FP inhib | Tau ThT inhib | HttQ103 aggreg | SMN2 splice up | JMJD2E inh | ALDH1A1 block | Tau fluor cs | HTT ATP protect
CC1=C(C(=O)OCC2CCCO2)C(c2coc3ccc(Cl)cc3c2=O)C2=C(CCCC2=O)N1 (stereo unspecified) | -1% | 1% | 20% | -7% | 1% | -4% | -5% | 1%
COc1ccccc1CNC(=O)C(C)c1ccc([N+](=O)[O-])cc1 (stereo unspecified) | -2% | -3% | 1% | -10% | 2% | 5% | -13% | -25%
CCC(=O)N1CCc2cc(Br)cc(S(=O)(=O)CCC(=O)Nc3cccc(C)c3C)c21 | ? | -2% | / | 8% | / | / | -9% | /
Cc1nc(NCc2ccccc2)c2nc(-c3ccccc3)n(C3CCN(Cc4ccccc4)C3)c2n1 (stereo unspecified) | 3% | -17% | / | -12% | ? | ? | -19% | 12%
COc1ccccc1NC(=O)/C=C1\SCC(=O)N1C | -3% | -5% | 9% | 8% | 6% | ? | 2% | -8%[10 µM]
O=c1[nH]c2ccccc2nc1C(F)(F)C(F)F | -5% | -1% | -14% | 6% | ? | -11% | 3% | -3%[10 µM]
O=C(CSc1nnc(NC(=O)c2ccc(S(=O)(=O)N3CCOCC3)cc2)s1)Nc1ccccc1C(F)(F)F | -6% | -7% | 7% | 11% | ? | -16% | -6% | /

Filtered by structure, those above containing a CF3 group.
smiles | Tau FP inhib | Tau ThT inhib | HttQ103 aggreg | SMN2 splice up | JMJD2E inh | ALDH1A1 block | Tau fluor cs | HTT ATP protect
FC(F)(F)c1cccc(Cc2noc(CN3CCSCC3)n2)c1 | -4% | -7% | -10% | / | 5% | 8% | -7% | 3%
O=C(CSc1nnc(NC(=O)c2ccc(S(=O)(=O)N3CCOCC3)cc2)s1)Nc1ccccc1C(F)(F)F | -6% | -7% | 7% | 11% | ? | -16% | -6% | /
